From PubChem
VP16 counter: counter-screen for ROR gamma inhibitors: Gal4-VP16 reporter; AID 2546; Potency, µM (top dose mostly 53.6 µM), for the others: top-dose activity, negative = inhibition, usual class: inhibitors; Drosophila S2 Gal4-VP16 UAS-luciferase, luminescence, 20 h; 310,000 tested, 3.5% active;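 further: Gal4-VP16 expression switched on by copper sulfate through the metallothionein promoter; potency means the concentration at half of the fitted maximal effect; on the % scale 0 is the no-effect control and ±100 the full control effect; nearly all actives have a fitted effect of over 50% in size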
Rab9 promoter act: activators of Rab9 promoter; Huh7 Rab9 promoter-luciferase reporter, luminescence, 24 h; Potency, µM (highest dose often 9.22 µM), for inactives: at the top dose activation, negative = inhibition, usual class: activators; 320,000 tested, 2.8% active; AID 485297; further: potency means the concentration at half of the fitted maximal effect; % of control where 0% means no effect; nearly all actives have a fitted effect of over 60% in size
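Stable Rab9-luc Huh7, 1500 cells/well, 2 h settle; cmpd in DMSO, 24 h, 37 °C/5% CO2; luciferase reagent 10 min RT; luminescence.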
RORgamma inh: inhibitors of mouse ROR gamma transcriptional activity | Drosophila S2 Gal4-RORgamma UAS-luciferase reporter, 20 h | P51450 | Potency, µM (top dose mostly 53.6 µM), for inactives: top-dose activity change, negative = inhibition, actives largely listed as inhibitors | AID 2551 | 310,000 tested, 5.4% active; further: potency means the concentration at half of the fitted maximal effect; on the % scale 0 is the no-effect control and ±100 the full control effect; nearly all actives have a fitted effect of over 60% in size
Target sequence (P51450 whole entry, looked up, the tested form may be a part): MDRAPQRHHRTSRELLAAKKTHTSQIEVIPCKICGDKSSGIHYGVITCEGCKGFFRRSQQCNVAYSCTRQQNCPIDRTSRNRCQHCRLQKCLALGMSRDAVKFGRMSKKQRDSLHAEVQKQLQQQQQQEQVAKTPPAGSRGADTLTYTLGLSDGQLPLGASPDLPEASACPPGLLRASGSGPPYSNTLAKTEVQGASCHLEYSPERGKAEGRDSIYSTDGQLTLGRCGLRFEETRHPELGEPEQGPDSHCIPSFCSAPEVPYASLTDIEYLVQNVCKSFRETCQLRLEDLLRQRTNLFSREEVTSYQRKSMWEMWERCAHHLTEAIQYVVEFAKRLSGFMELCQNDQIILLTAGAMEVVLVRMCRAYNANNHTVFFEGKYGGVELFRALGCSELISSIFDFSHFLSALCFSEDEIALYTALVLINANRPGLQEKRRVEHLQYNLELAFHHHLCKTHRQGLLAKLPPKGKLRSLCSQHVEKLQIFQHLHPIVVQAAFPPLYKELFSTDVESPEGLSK
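Drosophila Schneider cells stably carrying a metallothionein-driven Gal4 DBD–ROR gamma fusion and a UAS-Photinus luciferase reporter were exposed to compound for 1 hr, then induced with copper sulfate (700 uM final) for 20 hr at ambient temperature before luminescence reading.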
Giardia killer: kills Giardia lamblia | Giardia lamblia trophozoite viability | activity change, % at 7.66 µM, hits read low | 340,000 tested, 0.15% active; in the data active means activity change below about -80%; inconclusive means between about -30% and that limit;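 further: parasites exposed to compound for two days anaerobically before the ATP read; on the % scale 0 is the no-effect control and ±100 the full control effect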
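Each well holds 100 Giardia trophozoites and compound. After two days (48 hrs) at 37 deg C in anaerobic conditions, ATP is quantified by luminescence.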
p53 reactivation: restores transcriptional activity of mutant p53; Potency, µM (series often up to 92.2 µM), for inactives: at the top dose activity change, positive = activation, most hits filed as activators; 320,000 tested, 0.063% active; H1299 p53-A138V BP100-luciferase reporter, luminescence, 24 h; further: potency means the concentration at half of the fitted maximal effect; % of control where 0% means no effect; nearly all actives have a fitted effect of over 45% in size
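p53-null H1299 cells stably carrying temperature-sensitive p53-A138V and a BP100-luciferase reporter were pinned with compounds (4-point, 1:5 series) and held 24 hrs at 37 deg C. Luminescence was read 10 min after detection reagent.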
FLuc counter: inhibits or activates purified firefly luciferase, miR-21 counter-screen; P08659; Potency, µM (doses to about 57.5 µM), for inactives: top-dose activity change, negative = inhibition, hits mostly inhibitors; 360,000 tested, 6.9% active; AID 588342; purified FLuc, Km substrates, luminescence inhibition;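 further: potency means the concentration at half of the fitted maximal effect; plate controls were vehicle for no effect and reference inhibitor for full effect; nearly all actives have a fitted effect of over 55% in size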
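Biochemical qHTS of compounds, final roughly 60 µM downward over six points, against 10 nM purified firefly luciferase using Km concentrations of substrates (10 uM D-luciferin, 10 uM ATP) in Tris acetate pH 7.5 buffer; luminescence output.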
BRCA1 expr act: activators of BRCA1 expression; MCF7-BRCA1-FFLuc reporter, luminescence, 48 h; response scale: scaled: vehicle 0%, 10 µM genistein 100%; Potency, µM (highest dose often 46.1 µM), inactives show top-dose activation, most hits filed as activators; 380,000 tested, 1.1% active; AID 624202; further: potency means the concentration at half of the fitted maximal effect; nearly all actives have a fitted effect of over 80% in size; some results filed as inactive show a strong effect at the top dose
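Activators of BRCA1 expression were detected as increased firefly luciferase luminescence in engineered MCF7 cells after 48 h compound incubation. Signals were scaled to genistein 10 microM as full activation.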
NPC1 prom act: NPC1 promoter activation | Potency, µM (series often up to 9.22 µM), inactives show top-dose activation, hits mostly activators | AID 485313 | 320,000 tested, 2.4% active | Huh7 NPC1 promoter luciferase reporter, 24 h;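 further: potency means the concentration at half of the fitted maximal effect; % of control where 0% means no effect; nearly all actives have a fitted effect of over 60% in size; reporter is driven by a mutant NPC1 promoter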
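Huh7 reporter cells (NPC1 promoter driving luciferase) are dosed with compound for 24 h at 37 °C, 5% CO2; luciferase detection reagent is then added and luminescence measured after 10 min at ambient temperature.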
PKM2 act: activators of human pyruvate kinase M2 | purified PKM2, Kinase-Glo ATP luminescence, activation; response scale: 0% is enzyme alone, no compound | 260,000 tested, 0.34% active | Potency, µM (highest dose often 57.5 µM), inactives show at the top dose activation, most hits filed as activators; further: potency means the concentration at half of the fitted maximal effect; on the % scale 0 is the no-effect control and ±100 the full control effect; nearly all actives have a fitted effect of over 55% in size
Target sequence (P14618 whole entry, looked up): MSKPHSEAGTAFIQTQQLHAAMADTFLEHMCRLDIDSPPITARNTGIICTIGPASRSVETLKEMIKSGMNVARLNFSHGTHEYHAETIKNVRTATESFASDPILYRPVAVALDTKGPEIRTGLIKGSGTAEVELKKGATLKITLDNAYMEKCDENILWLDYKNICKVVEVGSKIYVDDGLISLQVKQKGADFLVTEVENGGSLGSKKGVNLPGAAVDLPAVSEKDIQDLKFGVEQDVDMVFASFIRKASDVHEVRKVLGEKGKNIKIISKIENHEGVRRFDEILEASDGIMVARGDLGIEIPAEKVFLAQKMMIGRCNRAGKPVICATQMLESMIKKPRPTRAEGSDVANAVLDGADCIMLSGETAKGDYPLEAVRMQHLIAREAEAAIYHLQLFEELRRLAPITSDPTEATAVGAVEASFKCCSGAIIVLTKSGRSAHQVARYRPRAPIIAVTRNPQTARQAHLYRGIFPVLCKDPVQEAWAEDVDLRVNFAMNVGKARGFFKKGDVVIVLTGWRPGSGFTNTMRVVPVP
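Kinase-Glo luminescence reports ATP generated from ADP (0.1 mM) and PEP (0.5 mM) by purified hPK-M2 after 1 h at room temperature, pH 7.2 imidazole buffer; intermediate enzyme activity allows detecting inhibitors and activators.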
Menin-MLL TR inh: inhibitors of human menin-MLL interaction, mutant MLL peptide. O00255. Menin + Texas Red MLL mutant peptide, fluorescence polarization. Potency, µM (titrated, usually from 61.6 µM), for inactives: at the highest dose FP activity change, negative = inhibition, usual class: inhibitors. 270,000 tested, 0.23% active. AID 1768; active means well fitted inhibition curve with a large enough effect in the polarisation, with a control signal flat, not every such curve was filed as active; inconclusive means small, poorly fitted or top-dose-only effect, or effect the other way, or a change in a side signal; inactive means no such curve, though single readings can be large or run the other way; the % refers to the polarisation; further: potency means the concentration at half of the fitted maximal effect; % of control where 0% means no effect; many of its hits are not listed in these tables
ELG1 genotoxic: induces genotoxicity in HEK293T cells with luciferase-tagged ELG1. HEK293T ELG1-luciferase reporter, luminescence, 16 h. Potency, µM (top dose mostly 46 µM), inactives show at the highest dose activity change, positive = activation, hits mostly activators. 330,000 tested, 1.3% active; further: potency means the concentration at half of the fitted maximal effect; % of control where 0% means no effect; nearly all actives have a fitted effect of over 60% in size
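Genotoxicity was scored as increased ELG1-luciferase reporter signal, measured by ONE-Glo luminescence (30 min, room temperature). Compound or vehicle exposure of the HEK293T reporter cells lasted 16 hr at 37°C.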
* hit, by the source's call; ? = inconclusive; nt = not tested or not shown; & = joins results of further samples; [ ] = another dose, or the depositor's remark. Unless noted, the call rests on the fitted dose curve; in most records, active means well fitted curve in the direction sought with a large enough effect; inconclusive means small, poorly fitted or top-dose-only effect, or another doubt; inactive means no such curve, though single readings can be large; an effect the other way counts as inactive or inconclusive.

SMILES,Giardia killer,RORgamma inh,Menin-MLL TR inh,Rab9 promoter act,ELG1 genotoxic,p53 reactivation,NPC1 prom act,VP16 counter,FLuc counter,BRCA1 expr act,PKM2 act
CCCCCCCCn1c(=O)c(C(=O)OC)c(N)c2ccccc21,2,3.2µM*,nt,-19%,7%,1%,-2%,4.5µM*,4%,-63%,0%
O=C(c1cc2ncc(Br)cn2n1)N1CCN(C(=O)c2ccco2)CC1,-5,29%,5%,-10%,-5%,15%,-2%,3%,4%,-23%,11%
O=C(NNC(=S)NC(=O)c1ccccc1[N+](=O)[O-])c1ccccc1O,-6,-15%,?,-5%,-5%,-1%,-3%,-16%,?,6%,4%
Cn1nc(-c2ccccc2)cc1NC(=O)C1CCCCC1,-19,?,nt,25%,2%,14%,22%,-8%,?,75%,-11%
CC(=O)Nc1ccc(NC(=O)C(C)OC(=O)CN(C)S(=O)(=O)c2ccc(Cl)cc2)cc1 (configuration not stated),24,6%,-4%,9%,-3%,0%,-1%,-4%,1%,0%,-1%
COc1cccc(CN(C)CC(=O)Nc2cc(S(=O)(=O)N3CCCC3)ccc2Cl)c1OC,6,nt,nt,-11%,-5%,-9%,-3%,nt,-1%,-47%,nt
O=C(CSc1nccn1-c1ccc(Cl)cc1)N1CCCc2ccccc21,2,7%,?,-3%,-5%,-4%,-3%,?,-2%,-71%,6%
COC(=O)C1CCN(C(=O)CSc2nnc(-c3ccccc3)o2)CC1,-11,nt,nt,-1%,16%,-2%,-3%,nt,0%,-1%,nt
Cc1ccc(S(=O)(=O)N(C)c2ccc(OCC(=O)Nc3nnc(C4CC4)s3)cc2)cc1,-17,-18%,23%,5%,-10%,-1%,-6%,-19%,?,-6%,-3%
CN(C)CCn1c(SCc2ccccc2C#N)nc2c(sc3ccccc32)c1=O,10,6%,?,-5%,-3%,4%,0%,-9%,?,-6%,nt
Cc1ccc(NC(=O)CNC(=O)CC23CC4CC(CC(C4)C2)C3)c(O)c1,13,nt,nt,-1%,0%,-2%,-2%,nt,6%,-43%,nt
O=C(N/N=C/c1ccccn1)c1ccc([N+](=O)[O-])cc1Cl,4,11µM*,-4%,2%,2%,17%,-5%,?,19µM*,20%,0%
O=C1CCC(/C=C/c2ccccc2)=NN1,-13,37%,-7%,9%,16%,20%,-15%,1%,-13%,-1%,-5%
S=C(NCc1ccc(Cl)cc1)Nc1ccncc1,8,?,nt,-13%,-4%,-17%,-28%,7.1µM*,1%,-4%,3%
CCN(CC(=O)c1c(N)n(C)c(=O)n(C)c1=O)c1cccc2ccccc12,0,-21%[10 µM],?,0%,-6%,-5%,-4%,?,0%,-69%,24%
CCn1c(C)nnc1SCC(=O)NC1CCCCCC1,0,-4%,nt,8%,-1%,-3%,-1%,-3%,0%,25%,1%
COc1ccc(CCNC(=O)c2cc3c(=O)n4cccc(C)c4nc3n(Cc3ccncc3)c2=N)cc1,nt,-43%,1%,1%,-2%,2%,0%,0%,0%,nt,1%
CCOc1ccc(N(CC(=O)Nc2cccnc2)S(=O)(=O)c2ccc(C)cc2)cc1,-25,nt,nt,-3%,-3%,-11%,14%,nt,-2%,-28%,nt
O=C(NCCc1ccccn1)c1cc(-c2ccc(Cl)c(Cl)c2Cl)nc2ccccc12,?,?,6%,-1%,-1%,-19%,-1%,?,-1%,-64%,-2%
CCCCCOC(=O)CSc1nnc(-c2ccccc2)c(=O)[nH]1,-6,-16%,?,5%,3%,-2%,0%,-7%,-9%,9%,-2%
N#Cc1c(N)nc(Sc2ccc(Cl)cc2)c(C#N)c1-c1ccccc1Cl,-10,-5%,nt,-20%,-7%,7%,-10%,?,1%,-90%,6%
COCCN=c1scc(-c2cccs2)n1/N=C(\C)c1ccco1,2,?,?,2.5µM*,12%,4%,?,?,9.5µM*,?,nt
Cc1cc(Cl)ccc1OCC(=O)N(Cc1cccs1)C1CCS(=O)(=O)C1 (configuration not stated),0,?,1%,-3%,-3%,-4%,-2%,16%,-11%,16%,4%
CN1CCN(c2ccc(NC(=O)c3cc(Cl)c4c(c3)OCCO4)cc2)CC1,?,nt,nt,-1%,10%,6%,9%,nt,11µM*,32%,nt
CC(C)OC(=O)c1ccc(NC(=O)c2cncc(Br)c2)cc1,7,?,49%[activator],-1%,-11%,5%,10%,-10%,-3%,43%,2%
CNC(=O)CSc1nnc(NC(=O)C2CC(=O)N(c3ccccc3OC)C2)s1 (configuration not stated),-2,-15%,nt,5%,4%,7%,4%,-13%,-7%,-1%,15%
CCN(CC)CC#CCC(O)(c1ccccc1)c1ccccc1,-5,-9%,2%,1%,-4%,-6%,-4%,2%,1%,-17%,-3%
CN(C1CCCCC1)S(=O)(=O)c1ccc(NC(=O)c2ccc(Br)o2)cc1,0,96%,-1%,0%,-21%,-1%,1%,4%[0.365 µM],5%,-44%,-16%
NC(=O)Cc1cn(-c2ncc(C(F)(F)F)cc2Cl)c2ccccc12,-16,-7%,nt,0%,2%,0%,-2%,-13%,-6%,-5%,-2%
Cc1ccc(NC(=O)Nc2cccs2)nc1,0,?,nt,2.2µM*,?,17%,4µM*,-14%,21µM*,?,-11%
COc1cc(C2NC(=O)C(C#N)=C(S)N2c2ccc(C)cc2)ccc1OC(C)C (configuration not stated),3,-2%,?,0%,?,5%,1%,-8%,15µM*,4%,-17%
Cc1ccc(CSCC(=O)NCc2ccc(F)cc2)cc1,-20,7%,9%,-2%,-13%,0%,-3%,3%,-13%&-12%,-3%,-2%
CCCCOC(=O)Oc1ccc2c(=O)c(Oc3cc(C)cc(C)c3)coc2c1,-1,-3%,-22%,-2%,-3%,-8%,-3%,?,-7%,72%,-7%
Nc1nc(SCC(=O)Nc2c(Br)cc([N+](=O)[O-])cc2Br)n[nH]1,-6,-8%,16%,0%,0%,-3%,2%,3%,4%,-19%,6%
COc1ccc(/C=N/Nc2nnc(Cc3ccc(OC)c(OC)c3)c(=O)[nH]2)cc1OC,-14,-14%,-25%,-4%,-1%,-9%,3%,-6%,-9%,-33%,-5%
COc1cc(Cn2nnc3ccccc32)ccc1O,-22,5%,9%,0%,-1%,-1%,-3%,0%,3%,3%,1%
Cc1ccc(Cl)cc1N1CCN(C(=O)CNC(=O)c2ccc(Br)o2)CC1,10,nt,nt,-10%,-10%,28%,7%,nt,nt,-19%,nt
C/C(=N\Nc1ccc2nncn2n1)c1ccco1,29,-26%,nt,1%,4%,4%,-1%,3%,-7%,1%,-8%
Nc1nc(NC(=O)c2ccco2)nn1-c1ccccc1,16,?,-4%,?,?,?,?,-3%,?,?,2%
CCOC(=O)Nc1ccc2c(c1)N(C(=O)CCN1CCOCC1)c1ccccc1S2=O (configuration not stated),6,-119%,1%,-2%,1%,-20%,1%,?,-3%,-82%,12%
CC(=O)c1cccc(NC(=O)c2ccc(C)c(S(=O)(=O)N3CCOCC3)c2)c1,-5,0%,10%,-2%,-3%,-3%,-2%,-12%,-2%,-7%,nt
O=[N+]([O-])c1cccc(-c2ccc(/C=N/NC(=S)Nc3ccccc3)o2)c1,-14,0.089µM*,?,16%,7%,2%,-1%,2.5µM*,-13%,25%,-1%

Record cards, as listed above. Order of values: Giardia killer, RORgamma inh, Menin-MLL TR inh, Rab9 promoter act, ELG1 genotoxic, p53 reactivation, NPC1 prom act, VP16 counter, FLuc counter, BRCA1 expr act, PKM2 act
O=[N+]([O-])c1cccc(-c2ccc(/C=N/NC(=S)Nc3ccccc3)o2)c1 across the screens: -14, 0.089µM*, ?, 16%, 7%, 2%, -1%, 2.5µM*, -13%, 25%, -1%
C/C(=N\Nc1ccc2nncn2n1)c1ccco1 across the screens: 29, -26%, nt, 1%, 4%, 4%, -1%, 3%, -7%, 1%, -8%

Not all compounds are listed, so the mix of outcomes need not match the whole.
